Compound activity as filed in PubChem BioAssay.
All columns: NCI-60 one-dose screen, growth in % after 48 h at 10 µM unless noted; 100 = growth as untreated, 0 = no growth, -100 = all killed.
NCI/ADR-RES = NCI/ADR-RES ovarian cells; hit rate 4.4% among 81,000; AID 1794790
NCI-H226 = NCI-H226 lung cancer; hit rate 3.5% among 79,000
KM12 = KM12 colon cancer cells; hit rate 5% among 82,000
NCI-H23 = NCI-H23 lung cancer. AID 1794731. hit rate 4% among 80,000
NCI-H522 = NCI-H522 lung cancer; hit rate 8% among 78,000
COLO 205 = COLO 205 colon cancer. AID 1794742. hit rate 7.3% among 79,000
IGROV1 = IGROV1 ovarian cancer | hit rate 4.7% among 79,000 | AID 1794786
NCI-H460 = NCI-H460 lung cancer. hit rate 6.8% among 82,000. AID 1794736
NCI-H322M = NCI-H322M lung cancer; hit rate 2.7% among 80,000
An asterisk follows results filed as active; . = no result given; & = joins results of further samples. Rule for the calls: active = growth percent below 10; inactive = the rest. No enrichment for hits. About 12% of those tested had a hit in this group.

SMILES	NCI/ADR-RES	NCI-H226	KM12	NCI-H23	NCI-H522	COLO 205	IGROV1	NCI-H460	NCI-H322M
N#Cc1c2c(nn(-c3ccccc3)c1=O)C(O)=C([N+](=O)[O-])C(c1ccoc1)C2 (stereo not drawn)	102	94	81	92	79	110	95	93	103
COc1ccc2c(c1)CC/C(=C\c1ccc(OCC(=O)Nc3nccs3)cc1)C2=O	106	102	108	114	90	140	.	103	113
O/N=C\c1ccc(-c2ccccc2)cc1	98	98	102	94	95	102	104	102	99
O=C(Nc1cccc(OS(=O)(=O)c2ccc(F)cc2)c1)C12CC3CC(CC(C3)C1)C2	70	66	66	68	64	51	91	83	.
Clc1ccc2c(NCCCN3CCN(c4nc(-n5ccnc5)nc5ccccc45)CC3)ccnc2c1	91	113	88	104	76	.	87	89	87
OCCNCCNC(Cc1ccc(Cl)cc1)c1ccccc1 (stereo not drawn)	92	98	90	96	64	70	87	107	93
COc1cc2c(cc1OC)CC[N+](CCC[N+](C)(C)C)=C2	102	104	103	106	80	108	100	109	89
Cc1ccccc1NC(=O)/C=C/c1ccc(OCCCOc2ccc3c(C)cc(=O)oc3c2)cc1	104	94	101	102	91	109	114	103	100
CC1(c2cccc(Cl)c2)NC(=O)NC1=O (stereo not drawn)	102	96	99	97	62	105	127	110	123
CC(=O)C1=C(C)NC(=S)NC1c1ccccc1 (stereo not drawn)	100&108	101&97	104&105	101&99	103&91	117&118	109&101	105&110	98&105
CCCCCCC(C)(O)C#CC(C)(O)CCCCCC (stereo not drawn)	89	81	93	86	.	109	96	93	115
c1csc(-c2ccn[nH]2)c1	100	100	113	94	.	119	.	107	111
CC12CCC3C(=CCc4cc(O)ccc43)C1C/C(=N\O)C2O (stereo not drawn)	98	102	108	96	98	119	99	104	.
Nc1ccccc1C(=O)NC1=NC=S1[N+](=O)[O-] (stereo not drawn)	96	95	95	101	101	104	92	101	98
CCNC(=O)Oc1ccc(/C(=C(/C)c2ccccc2)c2ccc(OCCN3CCCCCC3)cc2)cc1	24	55	5.2*	.	64	-76*	33	-67*	71
CCOc1cccc(NC(C)=O)c1	111	90	97	98	94	99	108	104	99
CCOC(=O)Cn1c(SCC(=O)Nc2nc3ccc(C)cc3s2)nc(-c2ccccc2)c(C#N)c1=O	92	82	99	91	49	126	83	101	97
O=NN(CCCl)C(=O)NCCc1cccc[n+]1[O-]	105	98	104	103	108	109	101	104	102
O=C(N/N=C/c1ccc(Cl)cc1Cl)c1ccc(Br)o1	95	98	97	98	66	95	.	106	119
CCOC(=O)c1sc(/N=C2\NC(=O)/C(=C3/C(=O)N(C)c4ccccc43)S2)nc1C	104	98	95	99	83	116	103	115	105
CC1(C)CC1C(=O)O (stereo not drawn)	111	105	106	105	101	109	109	107	111
CC(C)c1ccc(-n2c(=S)[nH]c3sc4c(c3c2=O)CCC(=O)C4)cc1	44	85	19	36	6.3*	93	63	30	78
Nc1cc(C(=O)O)c(-c2cc(O)c(N)cc2C(=O)O)cc1O	100	95	111	93	109	115	124	117	117
CSc1nc(N)nc2c1ncn2C1OC(CO)C(O)C1O (stereo not drawn)	104	99	120	98	93	98	.	96	107
CCCCCC(=O)c1ccccc1	99	100	115	95	86	.	98	114	107
O=C1OCCN1c1ccccc1	104	105	105	104	93	114	131	111	129
Oc1c(-c2nnc(-c3ccccc3)o2)sc2nnc(-c3ccccc3)c(-c3ccccc3)c12	19	85	72	90	97	102	.	40	43
N#Cc1c(-c2cccc([N+](=O)[O-])c2)cc(-c2ccc(Nc3nc(Nc4ccc(F)cc4)nc(Nc4ccc(F)cc4)n3)cc2)nc1N	101	123	114	99	104	117	91	146	98
Cc1ccc2c(CSc3nc(-c4ccc(Cl)cc4)c(C#N)c(=O)[nH]3)cc(=O)oc2c1	105	98	105	101	95	113	105	109	104
Cc1cccc2cc(C3CNC(=O)c4ccccc4N3)c(=O)[nH]c12 (stereo not drawn)	103	86	100	98	70	108	106	109	92
CCOC(=O)c1[nH]c(=O)c2c(OCC)nc(-c3ccccc3)cc2c1O	58	94	106	101	85	120	63	68	141
C#CCOC(=O)/C=C/c1cn(-c2ccccc2)nc1-c1ccc(OC)cc1	98	82	97	89	50	121	74	95	99
COc1cc(-c2nc(-c3ccccc3)[nH]c2-c2ccnc(NCCCNS(=O)(=O)c3cccc4ccccc34)n2)ccc1Cl	43	39	38	70	53	47	43	45	74
Nc1nc(N)c(N=Nc2ccc(S(=O)(=O)c3ccc(N=Nc4c(N)nc(N)[nH]c4=O)cc3)cc2)c(=O)[nH]1	107	96	96	99	77	133	98	102	113
Cc1cc[n+](CCc2ccccc2)cc1C	101	99	96	92	113	105	105	101	110
CNC(=O)c1cccc(N2CCc3c2ccc(NC(=O)Nc2cccc(C(F)(F)F)c2)c3F)c1	89	86	29	86	74	90	80	92	102
C=CCn1c(SCC(=O)Nc2ccc(C(=O)/C=C/c3ccc(Cl)cc3)cc2)nnc1-c1cc(OC)c(OC)c(OC)c1	96	80	93	93	76	110	99	100	101
COc1cccc(CCNc2ncnc3c2ncn3Cc2nnc3c4ccccc4c(Cl)nn23)c1	41	67	80	70	5.2*	91	40	62	53
COc1cc(-c2nc(SC(C)C)nc(Nc3ccccc3Cl)c2C#N)cc(OC)c1OC	105	.	102	103	.	107	103	106	100
O=C1CCCN1c1ccccc1	95	97	104	92	96	108	111	108	93

22 entries out of the list, ordered by molar mass, descending:
SMILES	NCI/ADR-RES	NCI-H226	KM12	NCI-H23	NCI-H522	COLO 205	IGROV1	NCI-H460	NCI-H322M
N#Cc1c(-c2cccc([N+](=O)[O-])c2)cc(-c2ccc(Nc3nc(Nc4ccc(F)cc4)nc(Nc4ccc(F)cc4)n3)cc2)nc1N	101	123	114	99	104	117	91	146	98
COc1cc(-c2nc(-c3ccccc3)[nH]c2-c2ccnc(NCCCNS(=O)(=O)c3cccc4ccccc34)n2)ccc1Cl	43	39	38	70	53	47	43	45	74
C=CCn1c(SCC(=O)Nc2ccc(C(=O)/C=C/c3ccc(Cl)cc3)cc2)nnc1-c1cc(OC)c(OC)c(OC)c1	96	80	93	93	76	110	99	100	101
Nc1nc(N)c(N=Nc2ccc(S(=O)(=O)c3ccc(N=Nc4c(N)nc(N)[nH]c4=O)cc3)cc2)c(=O)[nH]1	107	96	96	99	77	133	98	102	113
COc1cccc(CCNc2ncnc3c2ncn3Cc2nnc3c4ccccc4c(Cl)nn23)c1	41	67	80	70	5.2*	91	40	62	53
CNC(=O)c1cccc(N2CCc3c2ccc(NC(=O)Nc2cccc(C(F)(F)F)c2)c3F)c1	89	86	29	86	74	90	80	92	102
COc1cc(-c2nc(SC(C)C)nc(Nc3ccccc3Cl)c2C#N)cc(OC)c1OC	105	.	102	103	.	107	103	106	100
Oc1c(-c2nnc(-c3ccccc3)o2)sc2nnc(-c3ccccc3)c(-c3ccccc3)c12	19	85	72	90	97	102	.	40	43
Cc1ccc2c(CSc3nc(-c4ccc(Cl)cc4)c(C#N)c(=O)[nH]3)cc(=O)oc2c1	105	98	105	101	95	113	105	109	104
CCOC(=O)c1sc(/N=C2\NC(=O)/C(=C3/C(=O)N(C)c4ccccc43)S2)nc1C	104	98	95	99	83	116	103	115	105
CC(C)c1ccc(-n2c(=S)[nH]c3sc4c(c3c2=O)CCC(=O)C4)cc1	44	85	19	36	6.3*	93	63	30	78
O=C(N/N=C/c1ccc(Cl)cc1Cl)c1ccc(Br)o1	95	98	97	98	66	95	.	106	119
C#CCOC(=O)/C=C/c1cn(-c2ccccc2)nc1-c1ccc(OC)cc1	98	82	97	89	50	121	74	95	99
Cc1cccc2cc(C3CNC(=O)c4ccccc4N3)c(=O)[nH]c12 (stereo not drawn)	103	86	100	98	70	108	106	109	92
CSc1nc(N)nc2c1ncn2C1OC(CO)C(O)C1O (stereo not drawn)	104	99	120	98	93	98	.	96	107
Nc1cc(C(=O)O)c(-c2cc(O)c(N)cc2C(=O)O)cc1O	100	95	111	93	109	115	124	117	117
O=NN(CCCl)C(=O)NCCc1cccc[n+]1[O-]	105	98	104	103	108	109	101	104	102
Cc1cc[n+](CCc2ccccc2)cc1C	101	99	96	92	113	105	105	101	110
CCOc1cccc(NC(C)=O)c1	111	90	97	98	94	99	108	104	99
CCCCCC(=O)c1ccccc1	99	100	115	95	86	.	98	114	107
O=C1OCCN1c1ccccc1	104	105	105	104	93	114	131	111	129
CC1(C)CC1C(=O)O (stereo not drawn)	111	105	106	105	101	109	109	107	111

Going on with the list.
SMILES	NCI/ADR-RES	NCI-H226	KM12	NCI-H23	NCI-H522	COLO 205	IGROV1	NCI-H460	NCI-H322M
C#CCSC(CC)(CC)C(N)=O	107	99	103	101	92	117	107	104	.
COc1ccc(/C=C2\Cc3c(Br)cccc3C2=O)c(OC)c1	50	94	47	66	56	80	74	80	95
COc1ccc(C2C=C(c3ccc(Cl)c(Cl)c3)N=C3SC=C(C)N32)cc1 (stereo not drawn)	113	113	111	112	113	118	100	103	110
O=C(CSC(=S)n1cnc2ccccc21)Nc1ccccc1	96	111	102	90	92	117	99	107	103
CCC(C)(O)CCC(C)(O)CC (stereo not drawn)	99	108	103	87	103	108	103	116	102
COc1ccc2nc3cc(Cl)ccc3c(Nc3ccc(S(=O)(=O)Nc4nccs4)cc3)c2c1	97	101	97	91	83	121	105	98	94
COc1ccc(NC2CCC(=O)N2CN2C(=O)CCC2Nc2ccc(OC)cc2)cc1 (stereo not drawn)	84	92	65	85	78	102	87	87	88
COc1ccc(-c2nnc(-c3c(-c4ccc(F)cc4)nc4ccccn34)o2)cc1OC	94	112	114	95	107	.	118	108	125
CCC(CO)Nc1nc2ccc(Cl)cc2c2ccccc12 (stereo not drawn)	62	65	46	74	59	86	58	25	47
Nc1c(C(=O)Nc2cccc3cnccc23)sc2nc3c(cc12)CN(Cc1ccccc1)CC3	112	92	102	100	97	112	100	109	97
O=C(CSc1oc(-c2ccccc2)nc1S(=O)(=O)c1ccc(Br)cc1)c1ccccc1	91	102	101	103	70	113	107	94	101
Nc1cccc2c1C(=O)c1cccc(Cl)c1C2=O	103	102	106	95	103	106	91	96	95
CC12CCC3C(C)(CO)C(O)CCC3(C)C1CC(C1=CCOC1=O)O2 (stereo not drawn)	107	.	109	108	96	116	103	112	102
O=C(c1ccccc1)c1c(/C=C/c2ccc(F)cc2)c2ccccc2[nH]c1=O	103	88	106	99	81	107	99	103	90
NC(=O)SCC(=O)Nc1cccc(O)c1	109	98	116	108	102	105	115	100	115
NC(=O)NO	87&99	74&106	68&100	62&102	83&99	87&118	47&104	62&106	77&107
COc1ccc(C2=Nc3c/c(=C\c4c(O)[nH]c5ccc(Cl)cc45)ccc3=N2)cc1	13	66	17	52	29	-9.3*	75	43	82
CC(=O)c1ccc(-n2ccc(C(F)(F)F)n2)c(F)c1	100	106	103	97	90	118	113	103	102
COc1cc2c(c(OC)c1OC)CCC(c1cccc(C(=O)Nc3ccccc3Br)c1)O2 (stereo not drawn)	99	92	101	97	80	90	89	104	95
CCN(CC)c1ccc(NC(=O)c2cccs2)cc1	84	.	92	96	93	123	84	95	105

Three of the compounds above, with two lines to a compound.
Results follow in this order: NCI/ADR-RES | NCI-H226 | KM12 | NCI-H23 | NCI-H522 | COLO 205 | IGROV1 | NCI-H460 | NCI-H322M
> COc1ccc(/C=C2\Cc3c(Br)cccc3C2=O)c(OC)c1
  50 | 94 | 47 | 66 | 56 | 80 | 74 | 80 | 95
> CCC(CO)Nc1nc2ccc(Cl)cc2c2ccccc12 (stereo not drawn)
  62 | 65 | 46 | 74 | 59 | 86 | 58 | 25 | 47
> COc1ccc(C2=Nc3c/c(=C\c4c(O)[nH]c5ccc(Cl)cc45)ccc3=N2)cc1
  13 | 66 | 17 | 52 | 29 | -9.3* | 75 | 43 | 82

Next compounds.
SMILES	NCI/ADR-RES	NCI-H226	KM12	NCI-H23	NCI-H522	COLO 205	IGROV1	NCI-H460	NCI-H322M
COc1ccc2oc(=O)cc(Cn3nnc(N)c3C#N)c2c1	108	99	106	104	88	112	103	105	101
Cc1ccc(/C=N/NC(=O)C(=O)Nc2ccc(Cl)c([N+](=O)[O-])c2)cc1	103	96	99	98	98	100	106	110	96
O=C1C(SCc2ccccc2)=C(Cl)CN1c1ccccc1	102	101	98	96	-49*	130	103	102	97
CCOc1ccccc1C(=O)Oc1ccc(Cl)cc1	104	104	102	101	106	106	106	106	98
Cc1ccc(S(=O)(=O)Nn2c3c(cc(-c4nc5ccccc5s4)c2=O)CCCC3)cc1	103	81	96	95	90	110	84	105	97
Nc1cc(Cl)ccc1Nc1ccccc1	88	91	105	97	91	113	108	100	103
O=C(CCCCCCCC(=O)N1CCCCC1)N1CCCCC1	89	109	100	95	89	113	109	99	115
COc1ccc(-c2nn(Cc3ccc(OC)c(OC)c3)c3c2-c2oncc2CC3)cc1	75	100	100	87	72	119	109	107	106
C#CCOc1cccc(Nc2ncnc3cc(NC(=O)C=C)ccc23)c1	15	62	25	30	-17*	17	7.0*	16	50
Cc1cc(O)ccc1N(C)C	106	102	108	106	98	111	91	102	99
COc1ccccc1N1C(=N)S/C(=C\c2ccc(OCc3ccccc3F)cc2)C1=O	71	.	71	80	66	112	74	77	82
COc1ccc(Nc2nn3c(C)cc(C)nc3c2C(=O)Nc2ccccc2)c(OC)c1	103	96	88	100	80	101	101	107	90
Cc1ccc2nc(NC(=O)CSC3=NC(c4ccccc4)=C(C#N)C4=NCC(=O)N34)sc2c1	100	105	118	101	97	110	98	101	100
